POLB inh: DNA polymerase beta (human) inhibition; Potency, µM (titrated, usually from 114 µM), inactives show at the top dose activity change, negative = inhibition, hits mostly inhibitors; hit rate 1.3% among 340,000; AID 485314; Pol beta primer extension/strand displacement, fluorescence kinetic; also: % is scaled to controls: 0 for no effect and ±100 for the full control effect
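Reaction started by 50 nM substrate onto compound-treated Pol beta (10 nM, 15 min preincubation, room temperature); plates read at 0 min and 10 min. Normalized concentration-effect data fitted by four-parameter Hill equation.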
BLM helicase inh: blocks DNA unwinding by human BLM helicase; P54132; hit rate 0.2% among 350,000; AID 2528; Potency, µM (highest dose often 56.1 µM), without a hit: at the highest dose activity change, negative = inhibition, actives largely listed as inhibitors; recombinant BLM DNA unwinding, fluorescence dequenching;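 also: plate controls were vehicle for no effect and no enzyme for full effect; nearly all actives have a fitted effect of over 35% in size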
BAZ2B block: inhibitors of human BAZ2B bromodomain; Q9UIF8; Potency, µM (doses to about 114 µM), for inactives: at the highest dose activity change, negative = inhibition, hits mostly inhibitors; AlphaScreen BAZ2B-H3K14Ac peptide displacement; hit rate 4.4% among 360,000; also: % is scaled to controls: 0 for no effect and ±100 for the full control effect; nearly all actives have a fitted effect of over 60% in size
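BAZ2B (50 nM) with biotin-H3(5-23)K14Ac peptide (50 nM) in PBS pH 7.4, 0.01% Tween-20, preformed 30 min, then compound 30 min at room temperature; top concentration 110uM. AlphaScreen streptavidin donor/nickel chelate acceptor beads (10 ug/mL final), 20 min dark, signal read.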
JMJD2A Tudor: inhibitors of human JMJD2A Tudor domain. Potency, µM (doses to about 114 µM), without a hit: at the highest dose activity change, negative = inhibition, most hits filed as inhibitors. O75164. AlphaScreen JMJD2A-Tudor / H3K4me3 peptide binding. hit rate 4.4% among 390,000. AID 504339; also: % is scaled to controls: 0 for no effect and ±100 for the full control effect; nearly all actives have a fitted effect of over 50% in size
Target sequence (O75164 whole entry, looked up, the tested form may be a part): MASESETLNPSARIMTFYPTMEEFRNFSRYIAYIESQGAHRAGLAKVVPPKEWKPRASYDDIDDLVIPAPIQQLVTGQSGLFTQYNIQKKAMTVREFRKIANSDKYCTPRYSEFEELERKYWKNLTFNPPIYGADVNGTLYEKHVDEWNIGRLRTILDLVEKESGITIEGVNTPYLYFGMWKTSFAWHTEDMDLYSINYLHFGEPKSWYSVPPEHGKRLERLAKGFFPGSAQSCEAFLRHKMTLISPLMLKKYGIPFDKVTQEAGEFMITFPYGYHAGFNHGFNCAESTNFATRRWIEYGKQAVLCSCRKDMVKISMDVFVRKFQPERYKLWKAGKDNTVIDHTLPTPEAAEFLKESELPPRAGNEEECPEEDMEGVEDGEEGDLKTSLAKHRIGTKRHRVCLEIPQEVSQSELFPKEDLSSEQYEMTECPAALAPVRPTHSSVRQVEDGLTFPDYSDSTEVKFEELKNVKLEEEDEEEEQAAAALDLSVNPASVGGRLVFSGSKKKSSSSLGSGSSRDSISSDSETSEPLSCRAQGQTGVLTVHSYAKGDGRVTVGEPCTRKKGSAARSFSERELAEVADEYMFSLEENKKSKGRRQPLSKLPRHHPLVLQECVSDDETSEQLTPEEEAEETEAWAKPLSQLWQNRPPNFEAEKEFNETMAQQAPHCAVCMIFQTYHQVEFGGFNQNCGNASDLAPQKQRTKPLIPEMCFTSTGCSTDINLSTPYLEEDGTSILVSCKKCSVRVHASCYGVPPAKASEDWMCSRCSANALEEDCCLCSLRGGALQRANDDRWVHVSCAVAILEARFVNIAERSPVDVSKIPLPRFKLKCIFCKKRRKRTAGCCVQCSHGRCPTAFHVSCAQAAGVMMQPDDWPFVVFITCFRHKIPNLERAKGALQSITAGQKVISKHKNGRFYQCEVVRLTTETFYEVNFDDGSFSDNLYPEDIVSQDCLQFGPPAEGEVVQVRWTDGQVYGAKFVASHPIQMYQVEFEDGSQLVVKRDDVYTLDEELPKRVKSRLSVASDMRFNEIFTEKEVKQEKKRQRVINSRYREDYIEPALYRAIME
POLI inh: DNA polymerase iota (human) inhibition. Q9UNA4. Pol iota fluorescent replication assay, 10 min. Potency, µM (top dose mostly 115 µM), without a hit: at the top dose activity, negative = inhibition, actives largely listed as inhibitors. hit rate 1% among 390,000. AID 588590
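Pol iota at 10 nM preincubated 15 min with compounds at room temperature; reaction started with fluorescent substrate, 50 nM final. Fluorescence read kinetically at 0 and 10 min; buffer-only wells as negative control.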
POLK inh: blocks human DNA polymerase kappa activity; Potency, µM (series often up to 107 µM), without a hit: at the top dose activity, negative = inhibition, actives largely listed as inhibitors; hit rate 0.53% among 400,000; purified Pol kappa, fluorescent DNA synthesis assay, 10 min; Q9UBT6; AID 588579; also: % is scaled to controls: 0 for no effect and ±100 for the full control effect
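50 nM final substrate added after 15 min RT preincubation of 10 nM Pol kappa with compound; fluorescence read at 0 and 10 min.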
APE1 inh: inhibitors of human APE1 endonuclease; Potency, µM (titrated, usually from 65.8 µM), for inactives: at the top dose activity change, negative = inhibition, usual class: inhibitors; P27695; recombinant APE1, TAMRA/BHQ-2 abasic DNA cleavage fluorescence; hit rate 0.35% among 350,000;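 also: plate controls were vehicle for no effect and reference inhibitor for full effect; nearly all actives have a fitted effect of over 55% in size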
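Substrate: short duplex with […] THF abasic site, 5'-TAMRA and 3'-BHQ-2, 50 nM final. APE1 at 0.75 nM, preincubated 15 min RT with compound. Fluorescence increase from first to third read measured activity.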
POLH inh: inhibitors of human DNA polymerase eta | Q9Y253 | recombinant Pol eta, fluorescent DNA replication assay | Potency, µM (top dose mostly 114 µM), for the others: at the highest dose activity change, negative = inhibition, usual class: inhibitors | hit rate 1.2% among 390,000 | AID 588591; also: % is scaled to controls: 0 for no effect and ±100 for the full control effect
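Pol eta (10 nM) was preincubated with compounds for 15 min at room temperature, after which fluorescent replication substrate (50 nM final) was added to start the reaction. Fluorescence was read kinetically at 0 and 10 min.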
G9a inh: inhibitors of human histone lysine methyltransferase G9a; Q96KQ7; G9a H3K9 monomethylation, AlphaScreen, 2 h; Potency, µM (titrated, usually from 102 µM), inactives show at the top dose activity, negative = inhibition, most hits filed as inhibitors; hit rate 8.8% among 350,000; AID 504332; also: % is scaled to controls: 0 for no effect and ±100 for the full control effect; nearly all actives have a fitted effect of over 75% in size
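Enzyme 20 nM + cpd, 15 min RT; add b-H3K9 pep 500 nM / SAM 20 uM; 2 h RT; anti-H3K9me1 Ab 0.5 ug/mL + SA donor / anti-rabbit acceptor beads 20 ug/mL each, 10 min; AlphaScreen read.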
* marks the source's active call; other numbers are inactive results; ? = inconclusive; / = no result given; & = joins results of further samples; [ ] = dose if it differs, or a comment. Calls follow the shape of the dose curve; as a rule, active = well fitted curve in the direction sought with a large enough effect; inconclusive = small, poorly fitted or top-dose-only effect, or another doubt; inactive = no such curve, though single readings can be large; an effect the other way counts as inactive or inconclusive. Potency is read from the fitted curve at half-maximal effect.

SMILES	POLB inh	BLM helicase inh	BAZ2B block	JMJD2A Tudor	POLI inh	POLK inh	APE1 inh	POLH inh	G9a inh
CN(C)c1ccc(-c2nc(NCCc3cnc[nH]3)c3ccccc3n2)cc1	/	-13%	/	/	/	-12%[60.1 µM]	?	/	1%[0.501 µM]
Cc1nn(C)c(C(=O)Nc2cccc(Nc3ccccc3)c2)c1[N+](=O)[O-]	?	?	50µM*	/	/	/	21%	/	45µM*
CC(=O)c1cccc(NC(=O)c2cnn(-c3ccccc3)c2C)c1	9%	-8%	-17%	-8%	27%	14%	29%	-6%	-6%
CCOc1ccc(N2CC(O)(c3cccs3)[N+]3=C2CCCC3)cc1 (stereo not given)	33%	3%	/	-13%	17%	-13%	-7%	-7%	-26%
CCC1CCCCN1CCCNC(=O)C1CCCN(S(=O)(=O)N2CC(C)CC(C)C2)C1 (stereo not given)	1%	-4%	24%[57.1 µM]	-21%	24%	-13%	82%[activator]	-4%	-7%
O=c1[nH]cc(S(=O)(=O)NCc2ccccc2)c(=O)[nH]1	40%	-2%	-1%	13%	11%	-2%	3%	-18%	-5%[59 µM]
Cc1ccc(OCC(=O)NCc2ccc3c(c2)OCO3)c([N+](=O)[O-])n1	-25%	-4%	-13%	?	69%[activator]	-3%	-2%	-17%	-36%
COc1ccc(NC(C)=[N+](C)CCNS(=O)(=O)c2ccc(Cl)cc2)cc1	-2%	-1%	56µM*	25µM*	26%	11%	17%	-11%	?
COc1ccc(NC(=O)CSc2nc3ccccc3n2-c2ccccc2)c([N+](=O)[O-])c1	1%	-6%	-5%	?	17%	-14%	4%	-26%	24%[59 µM]
COc1ccc(S(=O)(=O)N2CCCCCC2)cc1NC(=O)CN1C(=O)NC(C)(c2ccccc2)C1=O (stereo not given)	/	/	-1%	-14%	5%	-12%	-7%	-25%	16µM*
CCc1c(C)nc(SCC(=O)Nc2c(C)n(C)n(-c3ccccc3)c2=O)[nH]c1=O	17%	-2%	7%[57.1 µM]	-4%	1%	-2%	-3%	-11%	19%
COc1ccc(S(=O)(=O)N2CCC3(CC2)OCCN3S(=O)(=O)c2cccs2)cc1	/	/	6%	-19%	0%	-21%	14%	-15%	-26%
CN(CC(=O)N1CCc2ccccc21)S(=O)(=O)c1cccs1	1%	-4%	-6%	5%	10%	0%	0%	-20%	12%
COCC(=O)Nc1c(C(=O)Nc2ccc3c(c2)OCO3)oc2ccccc12	1%	-1%	-17%	?	0%	-5%	-21%	5%	46%
O=C(NCCCN1CCCC1=O)c1cccc(C(F)(F)F)c1	16%	-3%	0%	-8%	-5%	0%	4%	-7%	10%[12.7 µM]
O=C(CCC(=O)NC1CCCCC1)Nc1cccnc1	16%	0%	9%[0.457 µM]	-3%	2%	7%	16%	5%	39%[59 µM]
COc1cccc(NC(=O)COC(=O)C2C3CC4OC(=O)C2C4C3)c1 (stereo not given)	5%	-4%	0%	-5%	68%[activator]	9%	75%[activator]	-20%	5%
Cc1ccc(CN2CCN(C(=O)c3ccco3)CC2)cc1	12%	-6%	-1%	-19%	8%	4%	-5%	-11%	11%[59 µM]
Cc1noc(C)c1NC(=O)N(C)C[C@H]1Oc2ccc(NC(=O)Cn3cnnn3)cc2C(=O)N([C@H](C)CO)C[C@@H]1C	/	/	/	-9%	14%	13%	34%	-7%	/
COc1ccc(-c2nnc(NC(=O)C3CC3)o2)cc1	7%	1%	/	-10%	16%	-5%	-3%	-4%	-43%
Cc1nc2nc[nH]n2c(=O)c1NS(=O)(=O)c1ccc(C(C)(C)C)cc1	26%	2%	-2%	-2%	-1%	-18%	-2%	5%	-40%
CSc1nc2ccc(S(=O)(=O)N3CCCC3)cc2s1	-3%	-4%	6%	-3%	7%[58.9 µM]	-4%	-2%	-6%	17%[59 µM]
Cc1ccc(NC(=O)CSc2nnc3ccc(-c4ccncc4)nn23)cc1	/	/	3%	-11%	-6%	-6%	-7%	-10%	-8%[12.7 µM]
CCC(C)n1cnc2c(c1=O)c1nc3ccccc3nc1n2Cc1ccccc1OC (stereo not given)	1%	1%	-1%	-25%	3%	-9%	0%	?	-2%
Cc1ccc2c(c1)N(Cc1ccccn1)C(=O)C(C)O2 (stereo not given)	39%	-3%	9%	1%	22%	-3%	5%	2%	-6%

More entries.
SMILES	POLB inh	BLM helicase inh	BAZ2B block	JMJD2A Tudor	POLI inh	POLK inh	APE1 inh	POLH inh	G9a inh
COc1ccc(C(=O)COC(=O)c2ccccn2)cc1OC	/	/	?	-25%	-10%	-8%	44%	-5%	?
CC(C)n1cc(/C=N/Nc2ccc(C(=O)O)cc2)c2ccccc21	49%	-4%	-35%	-31%	32%[activator]	-12%	-17%	-4%	45µM*
O=C1C(Nc2ccccc2)=CC(=O)c2ncccc21	/	-27%	/	/	/	-10%[12 µM]	-11%&-3%	/	?
CCOC(=O)CSc1nnc(Cc2cc(=O)[nH]c(=O)[nH]2)n1-c1cccc(OC)c1	-1%	-4%	23%	-15%	-5%	3%	0%	-7%	-26%[0.0925 µM]
CC(Sc1nc(-c2ccccc2)cc(C(F)(F)F)n1)C(=O)Nc1sc2c(c1C(N)=O)CCC2 (stereo not given)	14%	-8%	-34%	-20%[57.1 µM]	8%	-15%	16%	-12%	?
COc1ccc(-c2nnn(-c3ccc(Cl)cc3Cl)c2N)cc1	3%	-7%	-12%	4%	-25%	0%	2%	30%	20%[59 µM]
CCOc1ccc(CCn2c3c(c(=O)[nH]c2=O)C(NC(=O)c2ccccc2)(C(F)(F)F)C(=O)N3)cc1OCC (stereo not given)	30%	-2%	-15%	-13%	4%	11%	/	-1%	2%[59 µM]
C=C1CCN([C@@H](CC(C)C)C(=O)NCc2ccc(Cl)cc2)S(=O)(=O)c2ccccc21	/	/	/	1%	-1%	-13%	/	-16%	/
O=C(NCCN1CCN(C(=O)c2ccc(Br)cc2)CC1)c1ccc(Br)cc1	17%	-2%	-5%	-21%	78%[activator]	-16%	-16%	-15%	1%
CC(Sc1nc2c(c(=O)n(C)c(=O)n2C)n1Cc1cc2c(cc1Cl)OCO2)C(=O)O (stereo not given)	18%	-3%	-6%	-3%[57.1 µM]	2%	-13%	14%	-6%	?
CCOc1ccc(OCc2cccc(C(=O)Nc3ccc(CN4CCCCC4)cc3)c2)cc1	9%	-3%	?	?	12%	-1%	-3%	?	20µM*
N#CC1=C(N)SC(N)=C(C#N)C1CCC1CCCCC1	-2%	-5%	-10%	/	/	/	4%	/	?
CCOC(=O)CN1CC23C=CC(O2)C(C(=O)NCc2ccc(C)cc2)C3C1=O (stereo not given)	-1%	-4%	-18%	2%	15%	3%	-9%	-8%	35µM*
CCOc1ccc2[nH]c3c(NCCO)ncnc3c2c1	23%	-4%	0%	8%	23%	-10%	-20%	-18%	-4%
O=C(NNC(=O)c1ccc2ccccc2n1)c1ccc(O)cc1	/	/	8%	-19%	3%	-14%	-7%	-9%	13%[59 µM]
CN(C)C=Nc1ncc2c3ccccc3n(Cc3ccccc3)c2c1C#N	13%	-3%	-3%	-8%	13%	2%	-2%	-11%	-1%
CSc1cccc(NC(=S)N2CCCN(Cc3ccc(F)cc3)C2)c1	-24%	-9%	?	?	9%	-6%	-4%	-20%	?
Cc1sc(NC(=O)c2ccccc2F)c(CN2CCCCC2C)c1C (stereo not given)	2%	-5%	-29%	-30%	-9%	-4%	-5%	-23%	-42%[59 µM]
COCCCn1c(Cc2csc(Nc3ccccc3)n2)nnc1SCC(N)=O	?	2%	56µM*	?	4%	-8%	3%	-1%	6.3µM*
COc1ccc(CCNc2nc(-c3ccccc3OC)cc(C(F)(F)F)n2)cc1OC	-1%	-11%	8%	10%	-3%	-18%	/	-9%	9%[59 µM]
CN(C)c1ccc(NC(=O)CSc2nnc(-c3cccs3)n2Cc2ccco2)cc1	9%	-10%	45µM*	40µM*	2%	-8%	17%	-10%	10µM*
O=C(Cc1ccccc1)NNC(=O)C1CCN(c2ncccn2)CC1	2%	-5%	/	3%	28%	5%	-2%	-4%	3%
Cc1cccc(N(C)S(=O)(=O)c2ccc3c(c2)NC(=O)CC(=O)N3)c1	-19%&10%	-3%&-1%	5%&-12%	-16%&-7%	2%&55%	-3%&-15%	?	-5%&-24%	-32%
CCCNS(=O)(=O)c1cc2c(cc1Br)CCN2C(=O)CC	/	/	/	-6%	21%	0%	/	-12%	/
Cc1ccccc1NC(=O)CN(C)S(=O)(=O)c1cccc2nsnc12	-1%	-5%	6%	-12%	32%[activator]	-4%[60.1 µM]	/	-14%	8%[59 µM]

Next records follow:
SMILES	POLB inh	BLM helicase inh	BAZ2B block	JMJD2A Tudor	POLI inh	POLK inh	APE1 inh	POLH inh	G9a inh
O=C(CSc1ncnc2c1nnn2Cc1ccccc1F)NCC1CCCO1 (stereo not given)	-27%	-5%	-4%	-12%	26%	-10%	8%	-3%	51%
Cc1cc(C)c(S(=O)(=O)NCC(c2ccc(N(C)C)cc2)N2CCOCC2)c(C)c1 (stereo not given)	27%	-2%	40µM*	50µM*	-10%	-9%[60.1 µM]	/	-2%	?
CCOCc1c(C(=O)Nc2ccc3nc(N4CCOCC4)sc3c2)oc2ccccc12	/	/	7%	-10%	32%[activator]	-17%	-17%	-5%	-2%[2.33 µM]
Cc1ccc(CNC(=O)c2cccc(-n3cnnn3)c2)cc1	11%	2%	6%	-9%	-5%[58.9 µM]	-1%	12%	-10%	?
O=C(N/N=C/c1cccc(OC2CSC2)c1)c1ccccc1O	45µM*	-23%	7%[57.1 µM]	?	?	-31%	1%	?	4%[12.7 µM]
Cc1ccc(NC(=O)c2cccc(S(=O)(=O)N3CCCc4ccccc43)c2)nc1	/	/	8%	-22%	51%[activator]	-4%	19%	-22%	17%[59 µM]

Part of the list above with just POLB inh and POLK inh.
| SMILES | POLB inh | POLK inh |
| --- | --- | --- |
| CCOCc1c(C(=O)Nc2ccc3nc(N4CCOCC4)sc3c2)oc2ccccc12 | / | -17% |
| Cc1ccc(CNC(=O)c2cccc(-n3cnnn3)c2)cc1 | 11% | -1% |
| O=C(N/N=C/c1cccc(OC2CSC2)c1)c1ccccc1O | 45µM* | -31% |

Source: PubChem (National Center for Advancing Translational Sciences (NCATS))

An excerpt; the hit share may differ from the screen's.
